# Screening results (PubChem)
# ERG Ets-DNA blk = inhibitors of human ERG Ets domain-DNA interaction | P11308 | fluorescence polarization, His-ERG Ets domain / labelled DNA | Potency, µM (series often up to 76.9 µM), for inactives: top-dose FP activity, negative = inhibition, actives largely listed as inhibitors | 370,000 compounds, 0.028% hits; active means well fitted inhibition curve with a large enough effect in the polarisation, with a control signal flat; inconclusive means small, poorly fitted or top-dose-only effect, or effect the other way, or a change in a side signal; inactive means no such curve, though single readings can be large or run the other way; the % refers to the polarisation;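 further: polarization taken with two DNA probes labelled with fluorescein and Texas red; % of control where 0% means no effect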
#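 His-tagged ERG Ets domain (1 uM in the protein solution; 300mM KCl, 50mM Tris-HCl, 1mM EDTA, 1mM DTT, pH 7.5) received compound, then a probe mix of 5 nM fluorescein-DNA and 100nM Texas-615-DNA. Fluorescence polarization was read for both dyes.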
# RGS4 inh = blocks human RGS4-accelerated GTP hydrolysis | P49798 | Transcreener GDP fluorescence polarization, RGS4-accelerated GTP hydrolysis | Potency, µM (top dose mostly 114 µM), without a hit: top-dose activity change, negative = inhibition, usual class: inhibitors | 390,000 compounds, 0.039% hits; further: on the % scale 0 is the no-effect control and ±100 the full control effect; nearly all actives have a fitted effect of over 75% in size; some results filed as inactive show a strong effect at the top dose
# Target sequence (P49798 whole entry, looked up): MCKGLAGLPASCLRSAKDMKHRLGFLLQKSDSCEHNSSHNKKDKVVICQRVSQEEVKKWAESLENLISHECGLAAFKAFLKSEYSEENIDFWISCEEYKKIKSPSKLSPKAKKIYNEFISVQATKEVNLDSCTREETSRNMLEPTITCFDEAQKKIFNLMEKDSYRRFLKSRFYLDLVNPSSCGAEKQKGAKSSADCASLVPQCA
#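 MLSMR compounds (23 nl, pin-transferred) preincubated 10 min at room temperature with a 500nM (2x) first reagent, then RGS4 at 900nM (2x) plus Transcreener GDP mix added; fluorescence polarization (620/688 nm) read before and after 90 min at 30 °C.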
# Pin1 inh = human Pin1 inhibition; Q13526; Pin1 FP peptide displacement, HiFluor488, 10 min; Potency, µM (highest dose often 115 µM), for the others: at the top dose activity, negative = inhibition, hits mostly inhibitors; 390,000 compounds, 0.009% hits; AID 504891; active means well fitted inhibition curve with a large enough effect in the polarisation, with a control signal flat, not every such curve was filed as active; inconclusive means small, poorly fitted or top-dose-only effect, or effect the other way, or a change in a side signal; inactive means no such curve, though single readings can be large or run the other way; the % refers to the polarisation; further: on the % scale 0 is the no-effect control and ±100 the full control effect
# Target sequence (Q13526 whole entry, looked up): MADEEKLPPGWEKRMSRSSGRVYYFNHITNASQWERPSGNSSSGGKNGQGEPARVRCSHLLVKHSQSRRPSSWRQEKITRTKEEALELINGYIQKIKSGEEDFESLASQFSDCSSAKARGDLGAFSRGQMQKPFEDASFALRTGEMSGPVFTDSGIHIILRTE
# GLS inh = glutaminase GLS (human) inhibition; O94925; GLS enzymatic activity, qHTS titration; Potency, µM (series often up to 45.5 µM), for inactives: at the highest dose activity change, negative = inhibition, actives largely listed as inhibitors; 410,000 compounds, 0.21% hits; further: on the % scale 0 is the no-effect control and ±100 the full control effect
#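 Coupled fluorescence readout: glutamate oxidase/HRP/Amplex Red detect glutamate formed by hKGA from L-glutamine (1 mM solution added). Buffer 45 mM KH2PO4 pH 8.2, 0.02% Tween-20; reads at t0 and 30 min RT.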
# TrxR1 inh = inhibitors of rat thioredoxin reductase 1; O89049; recombinant rTrxR1, NADPH fluorescence consumption, selenite substrate; Potency, µM (highest dose often 114 µM), inactives show at the highest dose activity change, negative = inhibition, most hits filed as inhibitors; 390,000 compounds, 1% hits; AID 588453; further: on the % scale 0 is the no-effect control and ±100 the full control effect; nearly all actives have a fitted effect of over 65% in size
# Target sequence (O89049 whole entry, looked up): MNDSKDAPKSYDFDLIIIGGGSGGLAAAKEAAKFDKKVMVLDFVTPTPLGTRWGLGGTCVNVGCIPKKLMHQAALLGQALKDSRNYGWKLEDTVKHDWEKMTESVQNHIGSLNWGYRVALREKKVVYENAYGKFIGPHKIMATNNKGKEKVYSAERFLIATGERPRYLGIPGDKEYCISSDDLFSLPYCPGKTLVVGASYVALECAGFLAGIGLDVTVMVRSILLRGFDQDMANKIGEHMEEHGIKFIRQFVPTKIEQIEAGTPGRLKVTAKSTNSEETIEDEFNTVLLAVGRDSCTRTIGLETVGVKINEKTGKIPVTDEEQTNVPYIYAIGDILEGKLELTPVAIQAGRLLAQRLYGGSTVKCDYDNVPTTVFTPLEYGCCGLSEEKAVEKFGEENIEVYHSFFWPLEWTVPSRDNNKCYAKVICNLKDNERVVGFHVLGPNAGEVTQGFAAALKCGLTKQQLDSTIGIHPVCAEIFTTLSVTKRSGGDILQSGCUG
#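 Rat TrxR1 (90 nM in the dispensed reagent) was pre-reduced with 400 uM NADPH for 5 min at room temperature, then incubated with compound for 15 min. After 400 uM selenite was added, NADPH fluorescence (Ex 340/Em 450 nm) was followed for 8 min.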
# HP1b chromo inh = inhibitors of HP1-beta chromodomain binding to methylated histone tails; 390,000 compounds, 0.56% hits; P83916; AlphaScreen HP1-beta / biotin-H3K9me3 peptide binding; Potency, µM (titrated, usually from 114 µM), for the others: at the highest dose activity change, negative = inhibition, usual class: inhibitors; further: nearly all actives have a fitted effect of over 70% in size; inactives centre near 23
# Target sequence (P83916 whole entry, looked up): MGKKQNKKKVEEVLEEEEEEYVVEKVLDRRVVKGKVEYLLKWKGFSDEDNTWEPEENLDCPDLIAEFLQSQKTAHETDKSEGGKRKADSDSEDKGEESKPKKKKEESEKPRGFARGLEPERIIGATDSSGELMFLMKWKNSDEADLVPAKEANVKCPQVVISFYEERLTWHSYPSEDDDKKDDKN
#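 Compound inhibition of the preformed complex between 50 nM HP1-beta and 50 nM biotinylated H3K9me3 peptide was read by AlphaScreen. Buffer was PBS pH 7.4 with 0.01% Tween-20. Incubations ran 30 min at room temperature, with 10 ug/mL donor/acceptor beads.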
# JMJD2A Tudor = blocks the human JMJD2A Tudor domain | AlphaScreen JMJD2A-Tudor / H3K4me3 peptide binding | Potency, µM (series often up to 114 µM), for inactives: at the top dose activity change, negative = inhibition, hits mostly inhibitors | 390,000 compounds, 4.4% hits | AID 504339; further: on the % scale 0 is the no-effect control and ±100 the full control effect; nearly all actives have a fitted effect of over 50% in size
# PGK inhibitor = blocks T. brucei phosphoglycerate kinase; P07378; PGK/GAPDH coupled, Kinase-Glo luminescence, 60 min; Potency, µM (top dose mostly 57.5 µM), for the others: at the highest dose activity change, negative = inhibition, usual class: inhibitors; 380,000 compounds, 0.043% hits; AID 602233; further: on the % scale 0 is the no-effect control and ±100 the full control effect; nearly all actives have a fitted effect of over 60% in size
#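 Recombinant glycosomal PGK reaction used 1,3-bisphosphoglycerate generated in-well by GAPDH (100nM final) in 100mM TEA pH 7.6, 5mM MgCl2, 0.01% Tween-20. After 60 minutes at room temperature, ATP was read by Kinase-Glo Plus luminescence end-point.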
# 12-LOX inh = ALOX12 (human) lipoxygenase inhibition; P18054; Potency, µM (doses to about 108 µM), for the others: at the highest dose activity change, negative = inhibition, most hits filed as inhibitors; 580,000 compounds, 1.1% hits; purified 12hLO, xylenol orange hydroperoxide absorbance; further: on the % scale 0 is the no-effect control and ±100 the full control effect
#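 Purified human 12hLO at 150 nM in 25 mM Hepes, 0.01% Triton X-100, pH 7.0, preincubated 15 min at room temperature with compound. Reaction started with 40 uM arachidonic acid, 30 min at room temperature. Hydroperoxide measured by Fe-xylenol orange, 573/405 nm absorbance ratio.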
# An asterisk follows results filed as active; i = inactive; ? = inconclusive; nt = not tested or not shown; [ ] = another dose, or the depositor's remark. Unless noted, the call rests on the fitted dose curve; in most records, active means well fitted curve in the direction sought with a large enough effect; inconclusive means small, poorly fitted or top-dose-only effect, or another doubt; inactive means no such curve, though single readings can be large; an effect the other way counts as inactive or inconclusive. Potency means the concentration at half of the fitted maximal effect. Not all compounds are listed. The share of hits here may be higher or lower than overall.
# The first 3 records (preview)
ERG Ets-DNA blk	RGS4 inh	Pin1 inh	GLS inh	TrxR1 inh	HP1b chromo inh	JMJD2A Tudor	PGK inhibitor	12-LOX inh	SMILES
nt	-9.8%	5.3%	0.3%	-6.9%	43.3%	-6.4%	-7.4%	-15.1%	COc1ccc(C(CNC(=O)CCNC(=O)c2ccc(Br)cc2)N2CCOCC2)cc1 (stereo unspecified)
0.8%	11.0%	-6.7%	23.4%	5.3%	19.4%	-11.8%	-4.4%	-7.3%	O=C(O)c1ccc(NCc2cccc(Br)c2)cc1
6.8%	20.6%	-11.4%	-10.8%	16.6%	40.2%[activator]	-0.6%	9.1%	0.0%[57.4 µM]	CSc1nnc2c3c4c(sc3c(=O)n(-c3ccccc3)n12)CC(C)(C)OC4

# The listing, from the first entry:
ERG Ets-DNA blk	RGS4 inh	Pin1 inh	GLS inh	TrxR1 inh	HP1b chromo inh	JMJD2A Tudor	PGK inhibitor	12-LOX inh	SMILES
nt	-9.8%	5.3%	0.3%	-6.9%	43.3%	-6.4%	-7.4%	-15.1%	COc1ccc(C(CNC(=O)CCNC(=O)c2ccc(Br)cc2)N2CCOCC2)cc1 (stereo unspecified)
0.8%	11.0%	-6.7%	23.4%	5.3%	19.4%	-11.8%	-4.4%	-7.3%	O=C(O)c1ccc(NCc2cccc(Br)c2)cc1
6.8%	20.6%	-11.4%	-10.8%	16.6%	40.2%[activator]	-0.6%	9.1%	0.0%[57.4 µM]	CSc1nnc2c3c4c(sc3c(=O)n(-c3ccccc3)n12)CC(C)(C)OC4
-2.9%	-15.8%	0.5%	0.1%	0.8%	24.6%	7.0%	-8.5%	0.6%	O=C(Cn1cnc2c(nnn2Cc2ccccc2)c1=O)NCc1ccccc1Cl
3.4%	-15.7%	-1.8%	-2.3%	4.9%[57.1 µM]	25.9%[57 µM]	-4.2%	2.8%	?	CCOc1ccc(CCNC(=O)CSc2n[nH]c(-c3ccccc3)n2)cc1OCC
0.2%	15.8%	-0.9%	-3.5%	12.1%	46.2%[activator]	-7.6%	-5.9%	-15.8%	Cc1ccc(N(C)C(=O)Cn2nc(Cc3ccncc3)c3ccccc3c2=O)cc1C
-0.1%	-19.6%	-13.1%	-3.2%	1.1%	54.6%[activator]	-5.5%	-5.9%	-3.8%	CC(=O)Nc1ccc(S(=O)(=O)N2CCC(C(=O)N[C@@H](C)C(=O)NC3CCCC3)CC2)cc1
-16.6%	11.0%	6.2%	-0.3%	11.0%	29.7%	-12.2%	i	19.4%	CC(C)CCNC(=O)C1CCN(c2nc3ccccc3o2)CC1
2.3%	-3.2%	2.0%	0.2%	?	25.5%	-17.4%	-8.9%	-10.0%	COc1ccccc1Cn1ccn(CC(=O)Nc2c(C)cc(C)cc2C)c(=O)c1=O
-3.4%	10.6%[11.4 µM]	1.0%	-7.9%	-4.9%	37.3%	-0.8%[11.4 µM]	-2.3%	-14.5%	Cc1ccc(-c2nnn(CC(=O)NC3CC4CCC3C4)n2)cc1 (stereo unspecified)
-5.1%	-24.4%	1.0%	3.0%	12.7%	32.7%[activator]	-8.1%	3.4%	-122.1%	Cc1nnsc1-c1nnc(SCC(=O)c2ccccc2)n1C1CC1
3.9%	0.7%	3.6%	-2.3%	10.4%	7.5%	-28.0%	nt	?	COc1ccc(OC)c(NC(=O)Cc2c(C)n(C(=O)c3ccc(Cl)cc3)c3ccc(OC)cc23)c1
29.8%	-8.9%	?	?	?	24.5%	-18.7%	-14.8%	?	Cc1ccc2nc(/C(C#N)=C/c3ccc(-c4ccccc4C(=O)O)o3)[nH]c2c1
-9.6%	9.2%	1.2%	1.3%	-6.3%	22.1%	-12.8%	-13.6%	-4.5%	Cc1ccc(NC(=O)CN2C(=O)C3CCCCN3C(=O)c3ccccc32)cc1 (stereo unspecified)
-8.1%	9.3%	7.3%	-7.7%	15.7%[57.1 µM]	27.4%	-5.3%[11.4 µM]	-1.0%	-16.8%	CCc1ccccc1NC(=S)N(CCCN(C)C)Cc1cc2cc3c(cc2[nH]c1=O)OCO3
-5.2%	?	1.9%	3.2%	39.9%	0.3%	-13.4%	-0.2%	27.4%	CNc1nc(-c2ccc([N+](=O)[O-])cc2)cs1
8.0%	-0.6%	2.6%	-5.9%	15.6%	44.9%[activator]	8.5%	-8.9%	5.9%	O=C(CC(=O)Nc1ccc(F)cc1)Nc1ccc(F)cc1
-0.8%	-20.7%	1.5%	1.8%	-6.4%[57.1 µM]	67.7%[activator]	-25.1%	i	0.0%	CCOC(=O)CN1CC23C=CC(O2)C(C(=O)Nc2ccc(F)cc2)C3C1=O (stereo unspecified)
0.4%	-1.7%	-5.9%	-23.7%	11.1%	39.2%[activator]	-19.2%	-8.6%	-20.1%	COc1ccc(CNc2nc3ccccc3s2)cc1OC
5.1%	4.7%	-6.0%	-6.8%	-3.0%[57.1 µM]	36.6%	-12.4%	-13.6%	nt	Cc1csc(NC(=O)C2CCCCC2)n1
-10.3%	9.0%	-6.8%	3.8%	-10.5%	23.8%	-6.3%	-2.1%	0.0%[57.4 µM]	CCc1ccccc1N(CC(=O)OC)S(C)(=O)=O
-5.5%	20.5%	-1.9%	5.6%	15.0%[57.1 µM]	8.6%	-11.4%	i	-3.6%	CC1(C)CC(=O)c2ccc(O)cc2O1
-0.3%	-23.5%	-3.9%	0.0%	-10.0%	27.4%	-1.5%	-7.6%	3.0%	C=Cc1ccc(CSc2nc(-c3ccccc3C)nc3c2Cc2c(CO)cnc(C)c2O3)cc1
7.0%	27.0%	0.5%	-12.0%	16.2%	46.2%[activator]	-0.7%	i	-2.5%	Cc1csc2ncc(C(=O)Nc3cccc(C(F)(F)F)c3)c(=O)n12
-8.9%	-22.0%	-1.7%	-9.1%	-6.5%	31.7%	-3.4%	-9.2%	-7.6%	Cc1cccc(C(=O)NCC(=O)OCC(=O)N(C)CC(=O)Nc2ccc(F)cc2)c1
4.4%	-12.9%	-7.9%	-0.3%	22.1%[57.1 µM]	3.4%	-13.7%	-5.5%	7.8%	Cc1cc(C)n2nc(C(=O)NCc3cccc(C(F)(F)F)c3)nc2n1
12.2%	-12.6%	-1.3%	-15.3%	-2.3%	33.9%	-19.7%	-1.8%	19.9%	COc1cc(S(=O)(=O)NC2CCCCC2C)ccc1F (stereo unspecified)
-2.8%	8.2%	2.8%	-11.8%	16.5%[57.1 µM]	36.7%	-2.3%	15.7%	0.8%	O=C(N/N=C/c1cccnc1)c1ccccc1OCc1cccc(Br)c1
nt	-0.7%	-1.4%	1.7%	10.6%	21.4%	-7.7%	-4.0%[11.5 µM]	3.9%	COc1ccccc1N(CC(=O)Nc1c(C)cccc1C)S(C)(=O)=O
-3.9%	-44.5%	3.5%	1.1%	-5.9%	33.9%	14.8%	-7.1%	-19.9%	CCOc1ncccc1C(=O)OCc1nnc(-c2ccccc2)o1
-16.3%	-5.4%	-4.7%	-1.9%	5.7%	16.8%	17.9%	-5.9%	-0.9%	Cc1ccc(-c2nnn(CC(=O)N(CCN3CCOCC3)C(C(=O)NC(C)(C)C)c3ccc(C)o3)n2)cc1 (stereo unspecified)
17.5%	6.0%	1.9%	1.2%	17.3%	30.0%	-1.7%	-7.1%	-22.0%	O=C(NCc1ccccc1)c1cc(-c2cccc(Cl)c2)on1
3.2%	-9.3%	-1.1%	18.6%	17.0%	24.2%	-0.8%	2.1%	-8.4%	COC(=O)COn1c(SC(C)C)nc2ccccc2c1=O
3.5%	15.9%	-6.5%	15.2%	?	6.0%	-6.6%	8.1%	-4.6%	CCCCn1c(SCC(=O)NCc2ccco2)nnc1-c1ccco1
nt	-14.4%	1.9%	-2.5%	1.0%	28.6%	-5.5%	-8.2%	18.3%	CC1CN(C(=O)c2ccc(N3CCCCC3)c([N+](=O)[O-])c2)CC(C)O1 (stereo unspecified)
1.8%	-14.8%	2.3%	30.4%[activator]	-3.3%	28.1%	-5.2%	i	?	COc1ccc(N2CCN(C(=O)c3cccc(-n4c(C)nc5cccnc54)c3)CC2)cc1
-0.5%	-18.6%	-5.3%	-3.5%	5.3%[57.1 µM]	35.1%	-2.1%	8.9%	171.9%[activator]	COc1ccc(S(=O)(=O)N2CCCC2C(=O)Nc2ccc(C(C)=O)cc2)cc1 (stereo unspecified)
-2.2%	-23.7%	5.1%	6.0%	-6.0%	24.0%	-0.9%	i	-23.9%	Cc1ccccc1NC(=O)NCCc1nc2ccccc2[nH]1
-14.2%	-12.4%	-3.9%	12.5%	12.1%	13.4%	-10.5%	-1.8%	?	CCCCn1c(N)c(N(Cc2ccccc2OC)C(=O)CSCC(=O)Nc2ccc(C)cc2)c(=O)[nH]c1=O
nt	-45.9%	1.3%	?	?	?	14.1µM*	-2.7%	?	CCOC(=O)c1sc(=S)[nH]c1C
4.2%	13.8%	-6.9%	23.5%	12.5%	22.7%	-8.0%	5.0%	-13.4%	COCC(=O)N(C)[C@H]1C[C@H]2c3cc(N4CCN(C)CC4)ccc3CCN2C(=O)[C@H]1[C@H](C)O
